# Coupling enz: coupling enzyme interference in Giardia aldolase counter-screen; coupling enzyme system counterscreen, AmpLite Red fluorescence; activity change, negative = inhibition, % at 58.2 µM, hits read low; 290,000 compounds, 0.67% hits; AID 2472; in the data active means activity change below about -30%; further: on the % scale 0 is the no-effect control and ±100 the full control effect
#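 Compounds tested against the coupling enzymes alone at 57.5 uM final; readout was AmpLite Red fluorescence (525/598 nm) after 20 min at RT.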
# MLL CXXC-DNA inh: inhibitors of human MLL CXXC domain-DNA interaction | 290,000 compounds, 0.037% hits | MLL-CXXC / FITC-HOXA9 DNA fluorescence polarization | Q03164 | Potency, µM (doses to about 115 µM), inactives show top-dose activity change, negative = inhibition, hits mostly inhibitors | AID 2662; active means well fitted inhibition curve with a large enough effect in the polarisation, with a control signal flat, not every such curve was filed as active; inconclusive means small, poorly fitted or top-dose-only effect, or effect the other way, or a change in a side signal; inactive means no such curve, though single readings can be large or run the other way; the % refers to the polarisation; further: potency means the concentration at half of the fitted maximal effect
#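 Purified MLL-CXXC (added from a 7 uM solution) was preincubated 5 min at ambient with pinned compounds in 50 mM Tris-HCl pH 7.5, 50 mM NaCl, 1 mM DTT, 0.05% BSA. Fluorescein-labeled HOX-A9 DNA (50 nM solution) followed, 30 min, then polarization read.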
# ASM inhibitor: blocks human secretory acid sphingomyelinase | P17405 | placental ASM, HMU-PC fluorogenic substrate, 60 min | Potency, µM (titrated, usually from 57.5 µM), inactives show top-dose activity change, negative = inhibition, hits mostly inhibitors | 340,000 compounds, 0.006% hits | AID 504937; further: potency means the concentration at half of the fitted maximal effect
# Target sequence (P17405 47-631 limits assumed): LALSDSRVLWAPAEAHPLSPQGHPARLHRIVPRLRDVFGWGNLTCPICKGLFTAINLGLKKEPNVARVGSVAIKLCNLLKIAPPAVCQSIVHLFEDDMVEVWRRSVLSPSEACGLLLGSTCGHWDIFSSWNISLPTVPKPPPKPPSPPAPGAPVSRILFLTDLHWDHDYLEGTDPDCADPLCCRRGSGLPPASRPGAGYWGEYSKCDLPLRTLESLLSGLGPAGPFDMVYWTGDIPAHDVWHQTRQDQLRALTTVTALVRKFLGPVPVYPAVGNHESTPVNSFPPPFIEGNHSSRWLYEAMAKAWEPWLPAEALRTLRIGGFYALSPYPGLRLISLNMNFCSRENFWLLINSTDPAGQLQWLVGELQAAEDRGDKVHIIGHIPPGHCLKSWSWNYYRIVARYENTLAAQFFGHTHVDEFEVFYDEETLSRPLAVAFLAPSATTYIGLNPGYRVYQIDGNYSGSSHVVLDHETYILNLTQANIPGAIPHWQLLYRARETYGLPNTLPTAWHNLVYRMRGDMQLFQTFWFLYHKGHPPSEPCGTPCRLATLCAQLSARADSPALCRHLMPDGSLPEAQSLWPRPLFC
#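 Human placenta-derived ASM enzyme was preincubated with compound for 10 minutes at room temperature, then given fluorogenic substrate HMU-PC0 (9 uM final) for 60 minutes at 37 °C; a pH 10 stop preceded fluorescence reading at Ex 386/Em 447 nm.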
# TRPV1 agonist: human TRPV1 agonism; Q8NER1; 320,000 compounds, 0.19% hits; AID 540275; TRPV1-expressing cells, Fluo-8 calcium influx, agonist mode; activation, % at 8.33 µM; in the data active means activation above about 80%; inconclusive means between about 30% and that limit; further: 0% is about no effect
#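 Cells expressing TRPV1 were dye-loaded with Fluo-8 and read kinetically: 10 s baseline, 3 min after compound (agonist portion), then 2 min after EC20 capsaicin (allosteric enhancer portion). Calcium-bound dye fluorescence at 480/520 nm.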
# MBNL1 CUG block: inhibitors of human MBNL1 binding to CUG repeat RNA; Potency, µM (series often up to 57.5 µM), for inactives: at the highest dose activity change, negative = inhibition, hits mostly inhibitors; Q9NR56; 280,000 compounds, 0.036% hits; TR-FRET MBNL1-His/biotin-(CUG)12 binding, 665/545 ratio; active means well fitted inhibition curve with a large enough effect in the signal ratio, with a control signal flat, not every such curve was filed as active; inconclusive means small, poorly fitted or top-dose-only effect, or effect the other way, or a change in a side signal; inactive means no such curve, though single readings can be large or run the other way; the % refers to the signal ratio; further: potency means the concentration at half of the fitted maximal effect; on the % scale 0 is the no-effect control and ±100 the full control effect
#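 Compounds (final 92 nM to 58 uM) are added to His-tagged MBNL1 and biotin-(CUG)12, then terbium anti-His antibody and streptavidin-XL665 (5 nM final). After 60 min at room temperature, the 665/545 nm ratio is read.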
# GALK inhibitor: blocks human galactokinase activity; Purified GALK, Kinase-Glo residual ATP luminescence; Potency, µM (series often up to 57.5 µM), for inactives: at the top dose activity change, negative = inhibition, hits mostly inhibitors; 270,000 compounds, 0.007% hits; AID 1868; further: potency means the concentration at half of the fitted maximal effect; on the % scale 0 is the no-effect control and ±100 the full control effect
# Target sequence (P51570 whole entry, looked up): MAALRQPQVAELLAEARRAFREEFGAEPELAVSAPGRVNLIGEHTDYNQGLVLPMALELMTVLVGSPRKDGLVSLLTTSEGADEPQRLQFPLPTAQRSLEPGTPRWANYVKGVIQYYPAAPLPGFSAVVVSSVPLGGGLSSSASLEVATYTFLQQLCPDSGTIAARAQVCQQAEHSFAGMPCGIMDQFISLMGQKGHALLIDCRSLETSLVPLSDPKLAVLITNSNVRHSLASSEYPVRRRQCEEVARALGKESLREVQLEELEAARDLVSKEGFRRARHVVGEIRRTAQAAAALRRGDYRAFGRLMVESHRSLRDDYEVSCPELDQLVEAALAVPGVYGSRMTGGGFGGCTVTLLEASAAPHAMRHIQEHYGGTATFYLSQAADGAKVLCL
#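 ATP-depletion format; final 35 uM ATP, 100 uM D-galactose, 5 nM enzyme; pH 8.0 HEPES/Mg2+ buffer; 60 min RT; luminescence read 10 min after detection reagent.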
# KCNH2 3.1 inh: inhibitors of human KCNH2 3.1 potassium channel isoform; activity change, % (tested at about 1.8 µM); AID 720553; 340,000 compounds, 0.95% hits; U2OS KCNH2 3.1, thallium flux FluxOr; active compounds read low;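 active means maximum activity change below -70%; inconclusive means maximum activity change from -70% to -50%; inactive means maximum activity change above -50%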;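 further: thallium influx rate constant from kinetic fluorescence after stimulation buffer; on the % scale 0 is the no-effect control and ±100 the full control effect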
#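 U2OS cells transduced with KCNH2 3.1 mutant virus (1.77 x 10^8 /mL, 4 h), plated overnight at 37 C, loaded 45 min with FluxOr dye plus Red40 quencher. Thallium flux rate constant from kinetic reads after stimulation buffer, normalised to controls.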
# A-T KAP1 phos: candidate therapy for ataxia-telangiectasia. […] A-T fibroblasts, KAP-1 phosphorylation AlphaLISA; neocarzinostatin DNA damage 30 min before lysis. Potency, µM (top dose mostly 57.5 µM), for the others: top-dose activation, usual class: activators. 320,000 compounds, 0.19% hits; further: potency means the concentration at half of the fitted maximal effect; % of control where 0% means no effect; nearly all actives have a fitted effect of over 45% in size
#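 ATM-like activity read as KAP-1 phosphorylation via AlphaLISA donor/acceptor antibody pairs after lysis and 6 hr at 25C. Cells were ATM-null patient fibroblasts ([…], hTERT), dosed 60 min, then exposed to the DSB inducer NCS for 30 min.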
# hERG WT inh: inhibitors of human wildtype KCNH2 potassium channel | activity change, % at 1.84 µM | Q12809 | U2OS, BacMam KCNH2, thallium flux FluxOr; active compounds read low | 340,000 compounds, 0.37% hits;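 active means maximum activity change below -70%; inconclusive means maximum activity change between -70% and -50%; inactive means maximum activity change above -50%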; further: on the % scale 0 is the no-effect control and ±100 the full control effect
#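 U2OS cells transduced with wild-type KCNH2 virus are loaded with FluxOr dye for 45 min, and thallium flux is measured in kinetic reads before and after stimulation buffer. Rate constants are normalized to DMSO controls.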
# Integrin act MD: integrin-mediated muscular dystrophy alleviation activation. Potency, µM (series often up to 38.3 µM), without a hit: at the top dose activation, usual class: activators. 350,000 compounds, 0.064% hits. alpha7betagal myoblasts, beta-gal FDG fluorescence, 48 h;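 further: potency means the concentration at half of the fitted maximal effect; 100% = response of the positive control SU9516; nearly all actives have a fitted effect of over 60% in size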
#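 alpha7betagal+/- myoblasts (passage 13, 250/well) treated 48 h at 37C with compounds at 1:260 dilution of DMSO stock. Lysed, then beta-galactosidase activity read as FDG fluorescence (ex 480/em 540) after 30 min, with pre-read for autofluorescence.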
# * = called active by the depositor; ? = inconclusive; . = not tested or not shown; [ ] = dose if it differs, or a comment. Unless noted, the call rests on the fitted dose curve; in most records, active means well fitted curve in the direction sought with a large enough effect; inconclusive means small, poorly fitted or top-dose-only effect, or another doubt; inactive means no such curve, though single readings can be large; an effect the other way counts as inactive or inconclusive.
# Each structure is followed by: ASM inhibitor	Integrin act MD	MLL CXXC-DNA inh	TRPV1 agonist	GALK inhibitor	Coupling enz	KCNH2 3.1 inh	hERG WT inh	A-T KAP1 phos	MBNL1 CUG block
COc1cc(-c2nc(S(=O)(=O)c3ccc(Cl)cc3)c(N(C)C)o2)cc(OC)c1OC
→ 2.3%	13.9%	2.9%	-0.7	-2.7%	2.0	13.0	2.2	-1.6%	-4.5%
Cc1cc(C(=O)Nc2ccc3[nH]ccc3c2)no1
→ 2.6%	11.4%	3.2%	0.8	0.5%	-0.2	13.6	0.5	5.7%	.
C/C=C(\C)c1nnc(NC(=O)OCC)s1
→ 1.2%	-5.9%	4.4%	3.2	1.9%	3.1	-1.3	-7.5	0.1%	1.0%
CCOC(=O)c1c(C)oc2c1c(C(c1cccnc1)N1CCN(C)CC1)c(O)c1ccccc12 (stereo not given)
→ .	.	13.9%	?	-1.6%	-13.4	.	.	13.5%	9.5%
COc1ccc(-c2cn3cccc(C)c3n2)cc1Br
→ -0.4%	25.5%	0.9%	0.0	0.2%	-0.2	-1.8	18.6	3.4%	-6.1%
O=C1NC(c2ccccc2Br)=N/C1=C\c1ccco1
→ -3.4%	-45.5%[inhibitor]	13.2%	3.1	6.0%	-9.6	1.7	3.3	-3.4%	?
O=C(Nc1ccc(Cl)cn1)c1cccc2c(Br)cccc12
→ 2.1%	7.0%	?	25.6	2.2%	-1.8	-1.6	-2.4	22.7%	25.7%
COc1ccccc1N(CC(=O)N1CCN(c2ccccc2)CC1)S(=O)(=O)c1ccc(C)cc1
→ -3.9%	-11.7%	10.5%	-1.3	-2.6%	0.0	-2.7	-4.7	-2.9%	-1.7%
CCN(CC)C(=O)c1ccccc1NC(=O)c1ccccc1C
→ 7.1%	2.2%	1.8%	0.5	-1.6%	-0.5	-2.2	1.3	-1.3%	-14.6%
Cc1ccc(C2CC(=O)c3cnc(N4CC(C)CC(C)C4)nc3C2)cc1 (stereo not given)
→ .	.	2.8%	0.2	1.4%	2.5	.	.	3.1%	3.1%
Cc1ccc(C2=NN(CCC(=O)NCc3ccc4c(c3)OCO4)C(=O)CC2)cc1
→ 6.7%	-11.0%	-4.2%	-2.1	1.2%	-1.9	-26.0	0.8	6.4%	.
COCCCNC(=O)C1CCN(C(=O)c2oc3cc4sc(N(C)C)nc4cc3c2C)CC1
→ 7.9%	-4.6%	-7.6%	-1.6	6.4%	0.2	18.3	2.4	0.4%	4.6%
CN(C)CCCNC(=O)/C=C/c1ccc2c(c1)OCO2
→ -1.0%	10.0%	4.4%	-8.0	3.5%	-0.2	14.3	-73.8*	1.8%	?
CC[C@]12C(=O)N(C)C[C@H]([C@@H]3C(=O)N(C)C(=O)[C@@H]31)N2C(=O)c1ccc(C(F)(F)F)cc1
→ 0.9%	-4.3%	.	.	.	.	11.4	-11.0	-0.7%	.
CCN(CC(=O)Nc1ccc(NC(C)=O)cc1)C(=O)CCCN1C(=O)c2ccccc2C1=O
→ 2.4%	1.3%	.	-0.2	.	.	13.1	-3.4	-5.2%	.
CCOC(=O)c1[nH]c(C)c(C(=O)N2CCN(C(=O)c3ccco3)CC2)c1C
→ 2.2%	7.5%	2.2%	1.7	-3.4%	0.3	3.9	2.5	-2.1%	4.3%
Cc1cc(/C=C\c2nc(O)c([N+](=O)[O-])c(=O)[nH]2)c(C)n1-c1ccccc1
→ -10.8%	19.8%	-20.7%	-0.9	-4.9%	-2.9	21.8	1.2	-2.2%	11.6%
Cn1c(Cn2c(=O)sc3ccccc32)nnc1SCC(=O)NCC1CCCO1 (stereo not given)
→ -2.6%	6.5%	-3.1%	-1.8	-2.6%	-1.5	0.5	-1.5	1.1%	-7.8%
CCOC(=O)c1cccc(NC(=O)CSc2nnc(C3CCCCC3)n2CC)c1
→ -2.4%	4.0%	-5.4%	-0.3	2.9%	-7.1	12.0	13.0	15.4%	-0.4%
CCOC(=O)c1c(NC(=O)c2ccccc2C(=O)O)sc2c1CCCC2
→ 3.1%	7.7%	3.1%	-17.1	-5.9%	11.4	-7.4	-2.6	1.2%	-12.1%
OC[C@H]1OC(Nc2ccc(N=Nc3ccccc3)cc2)[C@@H](O)[C@@H](O)[C@@H]1O (stereo not given in full)
→ ?	11.4%	-3.4%	4.7	.	-0.6	6.9	14.7	18.2%	?
O=C(NCCC1=CCCCC1)C(=O)NCc1ccncc1
→ 5.0%	-7.6%	-9.4%	7.0	2.7%	6.3	11.1	-18.2	2.0%	-0.7%
Cc1cc(NC(=O)COC(=O)c2cc3c(s2)CCC(C)C3)no1 (stereo not given)
→ -0.3%	7.6%	-1.7%	-2.1	3.1%	5.2	-11.8	8.7	-2.5%	-3.9%
COc1ccc(C2Nc3ccccc3C(=O)N2Cc2ccccc2)cc1Cn1nnc2ccccc21 (stereo not given)
→ 116.3%[activator]	8.6%	-2.3%	-7.0	-0.6%	-34.4*	-27.3	1.7	1.8%	-1.9%
CCOC(=O)c1cc(CC)sc1NC(=O)C1CC(=O)NN1Cc1ccccc1 (stereo not given)
→ -0.7%	-31.9%	4.0%	8.2	-0.5%	-3.1	0.8	-5.6	-0.3%	-20.5%
O=C(c1ccco1)N1CCN(Cc2cc(=O)c(OCc3ccccc3)co2)CC1
→ .	10.9%	.	-2.1	.	.	0.2	1.4	-6.8%	.
COc1ccc(CCNC(=O)c2ccccc2N(C)S(=O)(=O)c2ccccc2)cc1
→ 5.2%	-9.4%	16.8%	7.9	1.9%	2.3	2.8	-1.9	10.3%	-21.0%
CC(C)N(C(=O)CSc1nc2ccccc2n1Cc1ccccc1F)C(C)C
→ -3.6%	7.1%	4.5%	?	-1.4%	-4.2	-9.7	-2.3	0.9%	?
COc1ccc(-n2c(O)c(C=NCC(c3ccco3)N3CCCC3)c3ccccc3c2=O)cc1OC (stereo not given)
→ 20.8%	2.6%	22.5%	-7.0	0.2%	-12.1	0.0	-13.7	4.9%	.
CCOC(=O)c1nc(C)sc1-c1ccnn1S(=O)(=O)c1ccc(Cl)cc1Cl
→ -9.3%	-13.4%	-1.1%	1.2	1.7%	-3.0	-2.7	-6.2	-5.6%	.

# Compound profiles (already shown):
# CCOC(=O)c1cccc(NC(=O)CSc2nnc(C3CCCCC3)n2CC)c1 is entered as ASM inhibitor = -2.4%; Integrin act MD = 4.0%; MLL CXXC-DNA inh = -5.4%; TRPV1 agonist = -0.3; GALK inhibitor = 2.9%; Coupling enz = -7.1; KCNH2 3.1 inh = 12.0; hERG WT inh = 13.0; A-T KAP1 phos = 15.4%; MBNL1 CUG block = -0.4%
# OC[C@H]1OC(Nc2ccc(N=Nc3ccccc3)cc2)[C@@H](O)[C@@H](O)[C@@H]1O (stereo not given in full) is entered as ASM inhibitor = ?; Integrin act MD = 11.4%; MLL CXXC-DNA inh = -3.4%; TRPV1 agonist = 4.7; GALK inhibitor = .; Coupling enz = -0.6; KCNH2 3.1 inh = 6.9; hERG WT inh = 14.7; A-T KAP1 phos = 18.2%; MBNL1 CUG block = ?

# Remaining list, next part.
# Each structure is followed by: ASM inhibitor	Integrin act MD	MLL CXXC-DNA inh	TRPV1 agonist	GALK inhibitor	Coupling enz	KCNH2 3.1 inh	hERG WT inh	A-T KAP1 phos	MBNL1 CUG block
O=c1nc(N/N=C/c2ccco2)cn[nH]1
→ 2.0%	4.4%	-0.9%	1.0	-7.4%	0.3	-1.1	1.8	-1.4%	?
Cc1cccc(NC(=O)c2ccc(S(=O)(=O)N3CCC(C)CC3)cc2)n1
→ 0.7%	-32.6%	-9.8%	0.8	6.8%	.	-2.1	6.7	4.7%	-3.2%
Cc1nnc(N2CCc3ccccc3C2)[nH]c1=O
→ 1.2%	-7.2%	18.7%	1.2	2.9%	1.1	1.1	-1.1	-3.5%	-4.5%
COC(=O)Cc1ccc(NC(=S)NCc2ccccc2)cc1
→ 3.3%	-1.3%	2.4%	1.5	1.2%	1.0	2.0	-0.6	0.2%	-3.4%
Nc1ccc(CNC(=O)OCC2c3ccccc3-c3ccccc32)cc1
→ -0.2%	6.2%	.	.	.	.	5.5	1.1	.	.
Cc1cc(NC(=O)CSc2nc3sc(C)c(C)c3c(=O)n2C2CCCC2)no1
→ -0.8%	-10.1%	7.4%	-1.1	-0.6%	3.3	7.1	-18.4	-10.7%	11.0%

# 2 successive compounds already listed:
# Each structure is followed by: ASM inhibitor	Integrin act MD	MLL CXXC-DNA inh	TRPV1 agonist	GALK inhibitor	Coupling enz	KCNH2 3.1 inh	hERG WT inh	A-T KAP1 phos	MBNL1 CUG block
Nc1ccc(CNC(=O)OCC2c3ccccc3-c3ccccc32)cc1
→ -0.2%	6.2%	.	.	.	.	5.5	1.1	.	.
Cc1cc(NC(=O)CSc2nc3sc(C)c(C)c3c(=O)n2C2CCCC2)no1
→ -0.8%	-10.1%	7.4%	-1.1	-0.6%	3.3	7.1	-18.4	-10.7%	11.0%

# Bioassay records as filed in PubChem BioAssay.
